Screening results from PubChem BioAssay.
GPR7 antag = antagonists of human GPR7 (neuropeptides B/W receptor 1); P48145; GPR7-expressing cells, fluorescence antagonist assay; 290,000 compounds, 1.1% hits; AID 1861; inhibition, % at 4.4 µM; in the data active means inhibition above about 16%, passing the limit was not always enough;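 further: cells stimulated with the agonist NPW; 0% = agonist with vehicle and 100% = vehicle without agonist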
CHO-K1 Ca ag = M1 agonist counterscreen hit in parental CHO-K1 cells | AID 602248 | activation, % at 3 µM | Fluo-8 calcium fluorescence; scaled to maximal ATP response, vehicle zero | 360,000 compounds, 0.48% hits; in the data active means activation above about 15%;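 further: untransfected CHO-K1 host cells lacking M1 receptor as counterscreen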
CHO parental Ca = signal in parental CHO cells, OX1R antagonist counter-screen; AID 463079; inhibition, % at 5.6 µM; 330,000 compounds, 0.63% hits; parental CHO-K1, ATP-induced calcium, Fluo-8 fluorescence;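 active means inhibition above that plate's mean sample inhibition plus 3 SD, cut at about 26% in these data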;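 further: 0% = ATP-challenged DMSO wells and 100% = DMSO wells without ATP; some compounds past the cut are filed as inactive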
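Test system: untransfected parental CHO cell line; also added: ATP stimulus; dosing: 5.6 µM, single dose; signal: calcium-sensitive Fluo-8 fluorescence; measure: percent inhibition of ATP-evoked calcium rise, normalized to controls; benchmarks: low control ATP plus DMSO, high control DMSO only; replication: one well per compound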
TAAR1 antag = antagonists of human TAAR1; AID 624466; inhibition, % at 3 µM; CHO RD-HGA16 TAAR1, Fluo-8 calcium fluorescence, antagonist; Q96RJ0; 360,000 compounds, 1.5% hits;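 active means inhibition above a per-plate cutoff, the mean inhibition of test compounds on that plate plus 3 SD, cut at about 49% in these data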;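 further: 0% = DMSO plus EC80 beta-PEA response and 100% = DMSO alone without agonist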
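Material: CHO RD-HGA16 cells bearing hTAAR1; compound dosing: one-point dosing, 3 µM nominal final; schedule: dye loading 75 min at 37 °C, then 30 min room temperature; measured by: calcium fluorescence with Fluo-8; control set: vehicle and agonist controls; replication: n of 1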
OXTR ag = activates the human oxytocin receptor. P30559. CHO-OTR cells, Fluo-8 calcium fluorescence; normalized: DMSO 0%, oxytocin 100%. activation, % at 3 µM. 320,000 compounds, 0.32% hits. AID 2435;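 active means activation above the mean of all tested compounds plus 3 SD, cutoff set per screening run, cut at about 20% in these data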;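 further: peak over basal fluorescence ratio from a 100 s FLIPR kinetic read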
Target sequence (P30559 whole entry, looked up): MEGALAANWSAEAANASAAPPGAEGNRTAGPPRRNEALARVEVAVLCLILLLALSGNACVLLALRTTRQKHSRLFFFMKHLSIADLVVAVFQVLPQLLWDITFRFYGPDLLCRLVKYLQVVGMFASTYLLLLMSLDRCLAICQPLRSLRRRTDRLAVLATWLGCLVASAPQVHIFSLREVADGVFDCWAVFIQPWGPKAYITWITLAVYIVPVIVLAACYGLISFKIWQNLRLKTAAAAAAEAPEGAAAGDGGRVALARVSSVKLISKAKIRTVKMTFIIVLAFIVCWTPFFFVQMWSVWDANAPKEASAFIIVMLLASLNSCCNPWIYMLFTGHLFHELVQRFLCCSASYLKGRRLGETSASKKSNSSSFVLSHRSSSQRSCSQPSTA
M1 PAM parental = counter-screen for M1 PAMs: effect in parental CHO-K1 cells; 360,000 compounds, 0.02% hits; ATP EC20, Fluo-8 calcium fluorescence; 0% at ATP EC20, 100% at ATP max; activation, % at 3 µM;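 active means activation above the run cutoff, the mean activation of all test compounds plus 3 SD, cut at about 40% in these data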;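 further: peak over basal fluorescence ratio in a 140 s read after ATP addition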
OXTR potentiate = potentiators of human oxytocin receptor. P30559. CHO-OTR cells, Fluo-8 calcium fluorescence, potentiator mode; 0% = oxytocin EC15, 100% = EC100. activation, % at 3 µM. 320,000 compounds, 0.061% hits;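 active means activation above that plate's cutoff, the mean activation of tested compounds plus 3 SD, cut at about 6.6% in these data, passing the limit was not always enough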;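 further: 100% uses oxytocin at 75 nM as the full agonist control; some results filed as inactive read as strong as hits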
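assay system = CHO-OTR cells, human receptor | schedule = compound 6 min at room temperature before oxytocin, 100 s read | detection = Fluo-8 intracellular calcium fluorescence, ex 470-495, em 515-575 nm | evaluation = normalized max/min fluorescence ratio, % activation | control set = EC15 oxytocin alone as 0%, 75 nM oxytocin (EC100) as 100%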
CHO-K1 Ca antag = counter-screen for M1 antagonists: effect in parental CHO-K1 cells; ATP-induced calcium, Fluo-8 fluorescence; 360,000 compounds, 0.6% hits; inhibition, % at 3 µM; AID 602250;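 active means inhibition above a per-plate cutoff, the plate's mean sample inhibition plus 3 SD, cut at about 24% in these data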;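 further: 0% = DMSO plus EC80 ATP and 100% = DMSO alone without ATP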
V1aR counter = counter-screen for oxytocin receptor agonists: human V1a receptor agonists; P37288; CHO-V1R cells, Fluo-8 calcium fluorescence, agonist mode; 0% DMSO, 100% 3 nM vasopressin; activation, % at 3 µM; 320,000 compounds, 0.25% hits;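 active means activation above the mean activation of all tested compounds plus 3 SD, per screening run, cut at about 20% in these data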;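 further: signal is peak over basal fluorescence ratio across a 100 second FLIPR read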
Target sequence (P37288 whole entry, looked up): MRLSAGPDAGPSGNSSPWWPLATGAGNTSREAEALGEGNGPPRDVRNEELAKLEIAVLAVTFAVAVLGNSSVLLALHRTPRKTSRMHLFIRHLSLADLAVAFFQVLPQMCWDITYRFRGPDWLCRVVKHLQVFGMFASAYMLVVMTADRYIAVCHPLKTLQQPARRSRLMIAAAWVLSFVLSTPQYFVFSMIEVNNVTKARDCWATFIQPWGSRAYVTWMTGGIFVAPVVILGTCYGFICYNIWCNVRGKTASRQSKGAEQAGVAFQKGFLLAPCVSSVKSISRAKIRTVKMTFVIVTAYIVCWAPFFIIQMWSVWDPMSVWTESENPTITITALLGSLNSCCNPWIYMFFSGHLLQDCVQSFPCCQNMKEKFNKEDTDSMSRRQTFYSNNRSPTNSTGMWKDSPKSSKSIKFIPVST
Active calls of the source: *.

Screening COc1ccc(C(C#N)N2N=C(C)CC2(C)C)cc1 (stereo unspecified) returned GPR7 antag -7.4, CHO-K1 Ca ag 0.1, CHO parental Ca 14.4, TAAR1 antag 11.6, OXTR ag 0.7, M1 PAM parental 2.8, OXTR potentiate -6.9, CHO-K1 Ca antag -6.4 and V1aR counter 0.7.
For O=C(O)CC1Sc2nc3ccccc3n2C1=O (stereo unspecified) the results were GPR7 antag 1.9, CHO-K1 Ca ag 0.0, CHO parental Ca 2.5, TAAR1 antag 10.6, OXTR ag 0.3, M1 PAM parental 2.1, OXTR potentiate -5.0, CHO-K1 Ca antag 6.5 and V1aR counter 1.0.
c1ccc2cc(-c3cc4ccccn4c3)ccc2c1 was read as GPR7 antag 6.4, CHO-K1 Ca ag 0.0, CHO parental Ca -15.8, TAAR1 antag -17.1, OXTR ag -0.4, M1 PAM parental 11.7, OXTR potentiate 6.2, CHO-K1 Ca antag -19.0 and V1aR counter -0.5.
For CC(C)c1ccccc1NC(=O)C1C2C=CC(C2)C1C(=O)O (stereo unspecified) the results were GPR7 antag -1.7, CHO-K1 Ca ag 0.1, CHO parental Ca 0.4, TAAR1 antag -10.1, OXTR ag -1.0, M1 PAM parental 3.2, OXTR potentiate -7.2, CHO-K1 Ca antag -4.3 and V1aR counter 0.5.
O=C(NCc1ccccc1)C1=C[C@@H](c2ccc(Br)cc2)C[C@@H](OCCCCO)O1 was read as GPR7 antag -2.5, CHO-K1 Ca ag 1.0, CHO parental Ca -13.6, TAAR1 antag 5.2, OXTR ag 2.1, M1 PAM parental 21.8, OXTR potentiate -2.3, CHO-K1 Ca antag -18.8 and V1aR counter 0.1.
COc1ccc(OC)c2sc(NC(=O)c3cccc(N4C(=O)CCC4=O)c3)nc12 was read as GPR7 antag -9.2, CHO-K1 Ca ag 1.6, CHO parental Ca -5.2, TAAR1 antag 0.7, OXTR ag 2.0, M1 PAM parental 26.9, OXTR potentiate -1.3, CHO-K1 Ca antag -3.0 and V1aR counter 6.5.
For O=C(OCC(=O)N1CCN(c2ccccc2)CC1)c1ccncc1 the results were CHO-K1 Ca ag 0.7, CHO parental Ca -17.5, TAAR1 antag -7.5, OXTR ag 0.6, M1 PAM parental -13.3, OXTR potentiate -2.4, CHO-K1 Ca antag -11.7 and V1aR counter 0.3.
CC(=O)c1ccc(S(=O)(=O)NCCc2cn3ccc(C)cc3n2)cc1 was read as GPR7 antag -18.7, CHO-K1 Ca ag -0.1, CHO parental Ca -8.2, TAAR1 antag -7.5, OXTR ag -0.6, M1 PAM parental -6.2, OXTR potentiate -3.4, CHO-K1 Ca antag -4.9 and V1aR counter -0.5.
`Cc1cccc(NC(=S)NC2CC3CCCC(C2)N3Cc2ccco2)c1` (stereo unspecified) gave GPR7 antag 1.6, CHO-K1 Ca ag 0.3, CHO parental Ca -26.8, TAAR1 antag 15.4, OXTR ag 2.7, M1 PAM parental -10.7, OXTR potentiate -6.3, CHO-K1 Ca antag -3.9 and V1aR counter 1.9.
For OC(CON=C1c2ccccc2-c2ccccc21)CN1CCNCC1 (stereo unspecified) the results were GPR7 antag 4.2, CHO-K1 Ca ag 1.2, CHO parental Ca -4.0, TAAR1 antag -11.2, OXTR ag 7.4, M1 PAM parental 23.2, OXTR potentiate -0.6, CHO-K1 Ca antag -17.6 and V1aR counter 0.3.
For CC(C)(C)C(=O)NC1=NCCS1 the results were GPR7 antag 0.7, CHO-K1 Ca ag 0.4, CHO parental Ca -2.6, TAAR1 antag -11.3, OXTR ag 0.3, M1 PAM parental 15.7, OXTR potentiate -11.0, CHO-K1 Ca antag -6.4 and V1aR counter 0.6.
CCCNC(=O)COC(=O)c1ccccc1C(=O)c1ccc(Cl)c([N+](=O)[O-])c1 was read as GPR7 antag -2.1, CHO-K1 Ca ag -0.6, CHO parental Ca 2.9, TAAR1 antag 6.5, OXTR ag -2.0, M1 PAM parental 6.4, OXTR potentiate 3.8, CHO-K1 Ca antag -5.8 and V1aR counter -1.0.
`CCOC(=O)C1=C(C)NC(=O)NC1c1ccc(N2CCC(c3ccccc3)=N2)cc1` (stereo unspecified) gave GPR7 antag -0.6, CHO-K1 Ca ag 0.5, CHO parental Ca -17.7, TAAR1 antag -15.3, OXTR ag 0.0, M1 PAM parental 6.8, OXTR potentiate -9.1, CHO-K1 Ca antag 0.5 and V1aR counter 0.5.
For COc1ccc(NC(=O)Cn2nc3n(c2=S)CCC3)cc1 the results were GPR7 antag -14.0, CHO-K1 Ca ag 0.3, CHO parental Ca 1.5, TAAR1 antag -7.3, OXTR ag -0.1, M1 PAM parental 14.9, OXTR potentiate -11.7, CHO-K1 Ca antag -8.2 and V1aR counter 0.8.
For Cn1cccc1/C=C1\SC(=O)N(CC(=O)Nc2ccc(Cl)cc2)C1=O the results were GPR7 antag -7.3, CHO-K1 Ca ag 4.7, CHO parental Ca -10.9, TAAR1 antag 54.6*, OXTR ag 1.4, M1 PAM parental 20.2, OXTR potentiate 2.5, CHO-K1 Ca antag 1.6 and V1aR counter 2.7.
O=C1CCCC(O)=C1C=Nc1cccc(C(F)(F)F)c1 was read as GPR7 antag -8.2, CHO-K1 Ca ag 0.0, CHO parental Ca -3.9, TAAR1 antag 22.3, OXTR ag 0.7, M1 PAM parental 0.3, OXTR potentiate -5.8, CHO-K1 Ca antag -3.6 and V1aR counter 1.6.
Cc1ccc(-n2ncc3c(=O)[nH]c(SCC(=O)N4CCCCC4)nc32)cc1 was read as GPR7 antag -1.3, CHO-K1 Ca ag 0.2, CHO parental Ca -1.1, TAAR1 antag -6.8, OXTR ag 0.4, M1 PAM parental -5.8, OXTR potentiate -2.0, CHO-K1 Ca antag 13.5 and V1aR counter 0.7.
For COc1ccc(OC)c(S(=O)(=O)N2CCc3ccccc3C2)c1 the results were GPR7 antag -2.7, CHO-K1 Ca ag 0.9, CHO parental Ca -21.1, TAAR1 antag 10.0, OXTR ag -1.9, M1 PAM parental 19.3, OXTR potentiate -2.0, CHO-K1 Ca antag -6.9 and V1aR counter 1.4.
Screening Cc1ccc(-c2c(C#N)c(N)n3c(nc4ccccc43)c2C#N)cc1 returned GPR7 antag -11.3, CHO-K1 Ca ag 8.4, CHO parental Ca -13.3, TAAR1 antag 31.1, OXTR ag 15.2, M1 PAM parental -2.7, OXTR potentiate -20.1, CHO-K1 Ca antag 10.5 and V1aR counter 10.5.
CCOC(=O)[C@H]1[C@H]2COc3cc(OC)ccc3[C@@H]2N2C(=O)c3cc(F)ccc3NC(=O)[C@@]12C was read as CHO-K1 Ca ag 0.7, CHO parental Ca -28.8, TAAR1 antag 17.1, OXTR ag -1.3, M1 PAM parental -9.0, OXTR potentiate 1.5, CHO-K1 Ca antag -0.5 and V1aR counter -0.5.
Screening O=C(/C=C/c1ccc(Br)cc1)N1CCN(c2cccc(C(F)(F)F)c2)CC1 returned GPR7 antag -4.9, CHO-K1 Ca ag 1.5, CHO parental Ca 5.3, TAAR1 antag -2.5, OXTR ag -0.3, M1 PAM parental 4.1, OXTR potentiate -1.7, CHO-K1 Ca antag 4.3 and V1aR counter 0.9.
CCCCCCn1cc(CN(C)C2CN(Cc3cn(CCCCCC)nn3)S(=O)(=O)C2)nn1 (stereo unspecified) was read as CHO-K1 Ca ag 1.9, TAAR1 antag -13.8, M1 PAM parental 17.2 and CHO-K1 Ca antag -21.9.
Screening COc1ccc(-n2nc3cc(C)c(NC(=O)c4cccnc4)cc3n2)cc1 returned GPR7 antag -1.3, CHO-K1 Ca ag 0.1, CHO parental Ca -14.6, TAAR1 antag -9.2, OXTR ag 0.3, M1 PAM parental 7.6, OXTR potentiate -21.1, CHO-K1 Ca antag 13.0 and V1aR counter 1.0.
`COC(=O)c1ccc(/C=N/Nc2nc(N3CCCCC3)nc(N3CCCCC3)n2)cc1` gave GPR7 antag -1.9, CHO-K1 Ca ag -0.3, CHO parental Ca -7.9, TAAR1 antag 4.5, OXTR ag 0.2, M1 PAM parental -3.7, OXTR potentiate -5.8, CHO-K1 Ca antag 5.4 and V1aR counter -0.2.
For CCOP(=O)(OCC)C(NC(C)=O)C(=O)c1ccccc1 (stereo unspecified) the results were GPR7 antag -4.5, CHO-K1 Ca ag -0.2, CHO parental Ca 10.3, TAAR1 antag -4.0, OXTR ag -0.1, M1 PAM parental 16.7, OXTR potentiate 2.3, CHO-K1 Ca antag 5.1 and V1aR counter 0.3.
`O=C(O)C1CCCN1c1ncccc1[N+](=O)[O-]` (stereo unspecified) gave GPR7 antag 2.5, CHO-K1 Ca ag 0.2, CHO parental Ca -6.1, TAAR1 antag -10.1, OXTR ag -0.1, M1 PAM parental 4.0, OXTR potentiate -14.0, CHO-K1 Ca antag -2.3 and V1aR counter 1.2.
For Cc1nc([N+](=O)[O-])cn1CCC#N the results were GPR7 antag 6.1, CHO-K1 Ca ag -0.1, CHO parental Ca -0.7, TAAR1 antag -0.3, OXTR ag 0.9, M1 PAM parental -1.0, OXTR potentiate -6.3, CHO-K1 Ca antag -2.0 and V1aR counter -1.1.
Screening O=C(Nc1ccc2c(c1)CCC2)Nc1ccc2c(c1)OCO2 returned GPR7 antag -7.2, CHO-K1 Ca ag 1.0, CHO parental Ca 16.5, TAAR1 antag 2.0, OXTR ag 0.6, M1 PAM parental 6.7, OXTR potentiate -5.5, CHO-K1 Ca antag 11.8 and V1aR counter 1.5.
Cc1nc2ccccn2c1C(=O)NN was read as GPR7 antag -8.2, CHO-K1 Ca ag 0.1, CHO parental Ca -11.2, TAAR1 antag -2.7, OXTR ag -0.3, M1 PAM parental -7.9, OXTR potentiate -2.9, CHO-K1 Ca antag 7.6 and V1aR counter 0.9.
For CCn1c(SCC(=O)NCc2ccccc2)nnc1-c1ccccc1O the results were GPR7 antag 0.4, CHO-K1 Ca ag 2.0, CHO parental Ca -2.1, TAAR1 antag -0.8, OXTR ag 0.9, M1 PAM parental 30.5, OXTR potentiate -8.2, CHO-K1 Ca antag -12.9 and V1aR counter -0.3.
Screening COc1ccccc1-c1cc(C(F)(F)F)nc(S(=O)(=O)CCCC(=O)Nc2cccnc2Cl)n1 returned GPR7 antag -3.4, CHO-K1 Ca ag -0.2, TAAR1 antag -13.9, M1 PAM parental 10.1 and CHO-K1 Ca antag -9.1.
`COC(=O)c1c(C)[nH]c(C(=O)C(C)OC(=O)C2CC(=O)N(c3ccc(C)cc3)C2)c1C` (stereo unspecified) gave CHO-K1 Ca ag 13.1, CHO parental Ca 46.1*, TAAR1 antag 20.8, OXTR ag 10.2, M1 PAM parental -5.7, OXTR potentiate -10.8, CHO-K1 Ca antag 1.8 and V1aR counter 9.7.
For Cc1noc(C)c1C(=O)Nc1ccccc1C(=O)NCCc1ccccc1 the results were GPR7 antag -17.9, CHO-K1 Ca ag 3.4, CHO parental Ca -11.8, TAAR1 antag 26.2, OXTR ag 0.1, M1 PAM parental -10.5, OXTR potentiate -12.6, CHO-K1 Ca antag 2.0 and V1aR counter -1.0.
